esBAF inh: SWI/SNF esBAF complex inhibition; mouse ES cells, Bmi1-luciferase knock-in reporter, 24 h; 100% = twice the neutral-well signal; hit rate 2% among 350,000; reporter increase, % at 12.5 µM; AID 602393; in the data active means activation above about 40%;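 further: 0% = median of the plate's neutral control wells and 100% = double that signal; a rise in the Bmi1 reporter signal indicates esBAF inhibition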
Casp6 inh: caspase-6 (human) enzyme inhibition. AID 686996. hit rate 0.53% among 350,000. P55212. inhibition, % at 12.5 µM. purified caspase-6, Z-VEID-R110 cleavage fluorescence;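 active means mean inhibition across replicates at least about 35%, with every replicate also reaching that limit, limit read from the data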;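 further: 0% = median of neutral control wells and 100% = no fluorescence left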
Target sequence (P55212 24-179 limits assumed): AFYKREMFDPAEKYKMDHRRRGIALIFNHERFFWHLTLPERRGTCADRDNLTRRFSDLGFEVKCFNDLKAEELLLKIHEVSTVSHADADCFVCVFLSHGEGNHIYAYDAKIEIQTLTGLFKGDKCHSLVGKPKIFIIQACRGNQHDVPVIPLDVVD
Target sequence (P55212 194-293 limits assumed): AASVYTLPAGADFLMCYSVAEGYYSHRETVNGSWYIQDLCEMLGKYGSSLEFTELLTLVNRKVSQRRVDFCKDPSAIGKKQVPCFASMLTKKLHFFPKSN
FN deposition inh: fibronectin deposition inhibition; hit rate 0.086% among 350,000; AID 743247; AH1F fibroblasts, Alexa488-fibronectin deposition fluorescence, overnight; inhibition, % at 12.6 µM;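 active means mean inhibition across replicates of 30% or more, regardless of how many single replicates reach that level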;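 further: positive control wells lacked labelled fibronectin entirely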
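Measured by – fluorescence 485/525 nm · System – AH1F fibroblast monolayer, labelled fibronectin deposition · Amount – 10000 cells per well · Buffer or medium – serum-reduced DMEM (2% serum) · Doses – single dose, pinned · Also added – fluorescent fibronectin at 24 nM final · Schedule – 1 h cell attachment, overnight exposure to compound and label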
SIRT5 inh: sirtuin-5 (human) deacylase inhibition; Q9NXA8; Purified SirT5, succinyl-peptide AMC, trypsin-coupled fluorescence; inhibition, % at 15 µM; hit rate 1.1% among 330,000; AID 652115; in the data active means inhibition above about 15%
Target sequence (Q9NXA8 whole entry, looked up): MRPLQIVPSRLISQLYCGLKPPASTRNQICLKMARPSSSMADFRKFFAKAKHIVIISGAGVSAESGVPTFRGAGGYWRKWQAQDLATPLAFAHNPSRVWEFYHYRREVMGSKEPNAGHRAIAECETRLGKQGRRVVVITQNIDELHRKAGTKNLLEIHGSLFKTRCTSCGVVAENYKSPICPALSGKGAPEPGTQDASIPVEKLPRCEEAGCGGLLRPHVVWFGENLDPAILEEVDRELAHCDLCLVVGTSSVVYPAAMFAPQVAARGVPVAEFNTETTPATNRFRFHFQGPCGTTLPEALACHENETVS
Statin myotox sup: protects C2C12 myotubes from simvastatin toxicity. rescue of ATP level, % at 7.49 µM. hit rate 0.78% among 330,000. AID 602340. ATP luminescence, 48 h; scaled: DMSO 0, geranylgeraniol control 100;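 active means mean ATP rescue above about 67%, or every replicate alone reaching that limit, limit read from the data, passing the limit was not always enough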;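 further: myotubes were challenged with 10 µM simvastatin during compound exposure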
S100A4 MyoIIA: blocks human S100A4 binding to myosin IIA peptide; S100A4/TAMRA-MyoIIA peptide fluorescence polarization; inhibition, % at 10.7 µM; hit rate 0.14% among 360,000;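 active means mean inhibition of at least 70% across replicates, with every replicate also reaching that level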
Target sequence (P26447 whole entry, looked up): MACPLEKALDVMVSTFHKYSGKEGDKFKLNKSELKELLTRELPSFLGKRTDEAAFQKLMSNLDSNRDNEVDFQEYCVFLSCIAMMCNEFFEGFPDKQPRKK
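Test system: S100A4 monomer protein; Medium: HEPES pH 7.2 with CaCl2, KCl, NaCl, DTT, Triton; Probe or stimulus: TAMRA-labelled myosin IIA heavy-chain peptide probe, 5 nM; Doses: one dose per compound; Times: polarization read 5 min after assay mix addition, stable 5–60 min; Benchmarks: neutral control DMSO, positive control TFP.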
LGR2 antag: inhibitors of bursicon-induced Drosophila LGR2 receptor cAMP signaling; AID 720647; hit rate 0.35% among 380,000; inhibition, % at 9.99 µM; HEK293 LGR2, CRE-luciferase, bursicon-stimulated, 4 h;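 active means drop in luminescence signal, shown as inhibition above about 50% in the replicate tests, limit read from the data, passing the limit was not always enough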;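 further: agonist challenge used bursicon conditioned medium at about half maximal strength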
Starred values were filed as active, the others as inactive; nt = no result given. A portion of the library; the hit share may differ from the screen's.

nr	canonical_smiles	esBAF inh	Casp6 inh	FN deposition inh	SIRT5 inh
1	O=C(CCCn1c(SCc2cccc([N+](=O)[O-])c2)nc2ccccc2c1=O)NCC1CCCO1 (stereo not drawn)	0	2	nt	-2
2	OCCNCc1ccc(-c2ccccc2)cc1	nt	2	2	-2
3	CC(/C=N/NC(=O)c1cccc(F)c1)=C\c1ccccc1	7	-2	-4	-9
4	CCCc1cc(C(=O)NC(C)C2CCCO2)cs1 (stereo not drawn)	nt	0	-3	-1
5	CCN(Cc1ccccc1)C(=O)c1oc2ccc(C)cc2c1C	4	-5	20	-5
6	CC(=O)c1ccc2c(c1)N(Cc1ccccc1Cl)C(=O)C(C)S2 (stereo not drawn)	3	-1	1	0
7	C=CCn1c(C)cc(C(=O)CSc2nc3ccccc3c(=O)[nH]2)c1C	12	nt	4	nt
8	CSc1ccccc1OCc1cc(C(=O)NCCn2nc(C)cc2C)no1	9	0	8	-9
9	COc1ccc(C#Cc2ccc3c(c2)O[C@@H](CN(C)C(=O)Nc2cccc(OC)c2)[C@@H](C)CN([C@@H](C)CO)S3(=O)=O)cc1	18	2	-9	-3
10	COc1ccc(CNC(=O)CCCn2nc(C)c3c(C)n(-c4ccc(C)cc4)nc3c2=O)cc1	4	-1	11	-2
11	COc1cccc(C#Cc2ccc3c(c2)O[C@@H](CN(C)C)[C@H](C)CN([C@@H](C)CO)S3(=O)=O)c1	-13	1	nt	-1
12	CCCN1C(=O)C(Cc2nc3ccccc3c(=O)n2-c2ccccc2)c2cc(C)ccc21 (stereo not drawn)	nt	1	2	0
13	Cc1ccc(NC(=O)Cn2cccc2)cc1Cl	2	0	nt	-4
14	O=C(Nc1ccccn1)C1CCN(S(=O)(=O)c2ccccc2)CC1	28	2	-5	0
15	CO[C@H]1CN(C)C(=O)c2ccc(NC(=O)c3nc4ccccc4s3)cc2OC[C@@H](C)N(Cc2cncnc2)C[C@@H]1C	14	-1	9	nt

nr	Statin myotox sup	S100A4 MyoIIA	LGR2 antag
1	-14	-4	15
2	nt	0	-10
3	-22	-3	-24
4	nt	16	-12
5	-5	17	nt
6	2	-36	-25
7	-23	nt	nt
8	-2	0	-5
9	-5	2	2
10	-2	-1	5
11	-21	5	-1
12	nt	-1	14
13	nt	-2	3
14	11	-2	-30
15	-7	1	-5

(list continues)
nr	canonical_smiles	esBAF inh	Casp6 inh	FN deposition inh	SIRT5 inh
16	Cc1cccc2nc(-c3ccccc3)c(-c3ccc(CN4CCC5(CC4)CNc4ccccc45)cc3)nc12	nt	0	0	nt
17	COc1ccccc1CNc1nc(NCc2ccccc2SC)c2sccc2n1	-18	-3	-6	nt
18	COc1cc(NC(=O)Cc2c(C(=O)O)n(C)c3ccccc23)cc(OC)c1OC	-1	23	4	0
19	Cc1ccc(Oc2ncccc2C(=O)NC2CCSC2=O)cc1 (stereo not drawn)	nt	24	4	0
20	CC(=O)c1ccc(N2CCN(S(=O)(=O)c3ccccc3)CC2)c(F)c1	nt	-2	-17	-3
21	O=C(/C=C/c1ccc(Br)o1)NCCCN1CCOCC1	1	-25	-5	1
22	O=C(c1cccs1)N1CCN(c2ncc(C(F)(F)F)cc2Cl)CC1	16	-89	-9	0
23	Cc1ccc(C(C(=O)NC2CCCC2)N(C(=O)Cc2cccs2)c2ccc(C)c(C)c2)o1 (stereo not drawn)	0	nt	-23	nt
24	COCCOC(=O)C1=C(C)NC2=C(C(=O)CCC2)C1c1ccc(N(C)C)cc1 (stereo not drawn)	-3	nt	-10	nt
25	CC(C)(CO)NCC#Cc1ccccc1	-7	-1	-11	-3
26	C[C@@H]1CCCCO[C@@H](CN(C)C(=O)Cc2ccccc2)[C@@H](C)CN([C@@H](C)CO)C(=O)c2cc(NC(=O)CCC(F)(F)F)ccc2O1	4	nt	-5	nt
27	C[C@H](CO)N1C[C@H](C)[C@@H](CN(C)S(=O)(=O)c2cccs2)Oc2ccc(NS(=O)(=O)c3cccs3)cc2C1=O	nt	-1	nt	-4
28	COc1ccc(-c2nn(CCC#N)cc2C(=O)Nc2cccc(C(=O)O)c2)cc1OC	4	1	1	2
29	COc1ccc(S(=O)(=O)N(C)C[C@@H]2Oc3c(NC(=O)C4CCOCC4)cccc3C(=O)N([C@@H](C)CO)C[C@@H]2C)cc1	2	-1	-6	-1
30	Cc1cc(C(=O)NNCc2ccccc2)no1	2	-2	-2	-4

nr	Statin myotox sup	S100A4 MyoIIA	LGR2 antag
16	nt	-2	nt
17	-71	-10	19
18	2	2	4
19	nt	-1	-22
20	nt	-5	-9
21	2	-3	2
22	-12	-1	-1
23	60	nt	nt
24	6	nt	nt
25	8	-22	-16
26	25	nt	2
27	nt	-2	nt
28	0	6	-25
29	-18	3	-4
30	-2	-2	nt

2 records picked at random from the list so far, as already listed:
nr	canonical_smiles	esBAF inh	Casp6 inh	FN deposition inh	SIRT5 inh
19	Cc1ccc(Oc2ncccc2C(=O)NC2CCSC2=O)cc1 (stereo not drawn)	nt	24	4	0
23	Cc1ccc(C(C(=O)NC2CCCC2)N(C(=O)Cc2cccs2)c2ccc(C)c(C)c2)o1 (stereo not drawn)	0	nt	-23	nt

nr	Statin myotox sup	S100A4 MyoIIA	LGR2 antag
19	nt	-1	-22
23	60	nt	nt

Continuation.
nr	canonical_smiles	esBAF inh	Casp6 inh	FN deposition inh	SIRT5 inh
31	CC(C)(C)c1ccc(S(=O)(=O)NC(=O)C2(C)CCN2C(=O)CC2CCCCC2)cc1 (stereo not drawn)	3	2	3	0
32	Cc1cccc(NC(=O)c2ncn3c2C(=O)N[C@H](C)C3)c1	1	-1	-5	2
33	Cc1nc2ccc(C(=O)Nc3ccc4c(c3)OCC(=O)N4)cn2c1N(C)C(=O)CCc1ccccc1	-3	4	-2	nt
34	COC(=O)c1ccccc1NC(=O)[C@@H]1CCC(=O)N1C1OC(=O)c2c1ccc(OC)c2OC (stereo partly drawn)	7	1	nt	nt
35	Cc1cc(C)nc(/N=C(\N)Nc2ccc(C(C)C)cc2)n1	10	-2	-6	1
36	COc1ccccc1N(CC(=O)Nc1c(C)n(C)n(-c2ccccc2)c1=O)S(=O)(=O)c1ccccc1	-3	0	0	-4
37	CO[C@H]1CN(C)C(=O)c2ccc(NS(=O)(=O)c3ccccc3C)cc2OC[C@@H](C)NC[C@@H]1C	-1	nt	-2	5
38	CCC(C)(C)n1nnnc1C(c1ccc2ncccc2c1)N1CCCCCC1 (stereo not drawn)	-7	nt	0	nt
39	C[C@@H]1CCCCO[C@@H](CN(C)S(=O)(=O)c2cn(C)cn2)[C@H](C)CN([C@H](C)CO)C(=O)c2cc(NC(=O)C3CCCCC3)ccc2O1	1	-1	nt	-2
40	COc1ccc(NC(=O)Nc2ccc3c(c2)C(=O)N([C@H](C)CO)C[C@@H](C)[C@@H](CN(C)C(=O)Nc2ccc(OC)cc2)O3)cc1	1	1	nt	-1
41	Cc1ccc(NC(=O)COC(=O)[C@@H]2CC(O)CN2S(=O)(=O)c2ccc3c(c2)OCCO3)cc1 (stereo partly drawn)	1	3	-2	-3
42	COC(=O)c1ccc2c(c1)NC(=O)c1ccccc1S2	0	3	2	-2
43	COc1cccc(NC(=O)CN2C(=O)CSc3nc(C)cc(C)c32)c1	10	-1	3	0
44	Cc1nn(C(C)C(=O)NCCN2CCCC2)c(=O)c2c1sc1ccccc12 (stereo not drawn)	0	-13	0	2
45	CNC[C@H]1OCCCC[C@H](C)Oc2ccc(NC(=O)NC(C)C)cc2C(=O)N([C@H](C)CO)C[C@@H]1C	nt	-1	-1	1

nr	Statin myotox sup	S100A4 MyoIIA	LGR2 antag
31	-1	9	nt
32	6	12	4
33	-4	0	11
34	-1	4	nt
35	-24	-3	nt
36	-5	0	10
37	10	-2	-10
38	8	nt	nt
39	14	-6	-3
40	-39	1	-12
41	33	-6	-1
42	10	0	3
43	11	0	nt
44	-7	-5	4
45	nt	6	7

The last five entries of the part before lead into the next:
nr	canonical_smiles	esBAF inh	Casp6 inh	FN deposition inh	SIRT5 inh
41	Cc1ccc(NC(=O)COC(=O)[C@@H]2CC(O)CN2S(=O)(=O)c2ccc3c(c2)OCCO3)cc1 (stereo partly drawn)	1	3	-2	-3
42	COC(=O)c1ccc2c(c1)NC(=O)c1ccccc1S2	0	3	2	-2
43	COc1cccc(NC(=O)CN2C(=O)CSc3nc(C)cc(C)c32)c1	10	-1	3	0
44	Cc1nn(C(C)C(=O)NCCN2CCCC2)c(=O)c2c1sc1ccccc12 (stereo not drawn)	0	-13	0	2
45	CNC[C@H]1OCCCC[C@H](C)Oc2ccc(NC(=O)NC(C)C)cc2C(=O)N([C@H](C)CO)C[C@@H]1C	nt	-1	-1	1
46	CC(=O)Nc1ccc(NC(=O)C(C)OC(=O)CSc2ccc(Br)cc2C)cc1 (stereo not drawn)	4	5	5	-5
47	C[C@H](CO)N1C[C@H](C)[C@@H](CN(C)S(=O)(=O)c2ccc(F)cc2)OCCCC[C@H](C)Oc2ccc(NS(=O)(=O)c3ccccc3)cc2C1=O	-7	-2	nt	14
48	CC=Cc1ccc2n(c1=O)C[C@@H]1[C@@H](CO)[C@H](C(=O)N3CCOCC3)[C@H]2N1CC1CC1 (mixture of isomers)	7	6	nt	-4
49	Cn1c(=O)c(=O)n(C)c2cc(S(=O)(=O)N3CCN(c4ccc(F)cc4)CC3)ccc21	0	nt	0	nt
50	CCC(=O)N(C)C[C@H]1Oc2cc(-c3ccccc3OC)ccc2S(=O)(=O)N([C@H](C)CO)C[C@@H]1C	2	0	nt	-8
51	C[C@@H]1CN([C@@H](C)CO)C(=O)Cc2cc(NS(C)(=O)=O)ccc2O[C@H]1CN(C)C(=O)NC1CCCCC1	1	0	nt	-22
52	COc1ccc(/C=C/C(=O)OCC(=O)N2CCN(S(=O)(=O)c3ccc(C)cc3C)CC2)cc1OC	9	-3	2	-5
53	C=CCn1c(SCC(=O)Nc2ccc(N3CCOCC3)cc2)nc2ccccc2c1=O	-9	1	nt	-4
54	N#CC1(NC(=O)COc2ccc3ccc(=O)oc3c2)CCCCC1	nt	1	-1	-1
55	Cc1c(CN2CCC(n3nccc3NC(=O)CCc3ccccc3)CC2)cnn1C	-6	-11	3	3
56	COc1ccccc1N1CCN(C2CC(=O)N(c3cccc(Br)c3)C2=O)CC1 (stereo not drawn)	-8	-28	2	-2
57	Cc1cc(C)c(C)c(S(=O)(=O)N2CCNC(=O)C2)c1C	-12	0	-7	-5
58	CN(C)S(=O)(=O)c1ccc(N2CCCC2)c(C(=O)N2CCN(S(=O)(=O)c3cccc(F)c3)CC2)c1	nt	-2	5	-1
59	Cc1c(CNC(=O)c2c([N+](=O)[O-])cnn2C)cnn1C	6	1	-4	14
60	CCCS(=O)(=O)N1CCCC(c2nc(-c3ccc(OC)cc3)no2)C1 (stereo not drawn)	-1	-5	nt	-4
61	Cc1ccc(OCC(=O)Nc2ccc(N3CCN(C(=O)c4ccc(C)cc4)CC3)cc2)cc1	14	-1	7	-1
62	CCOc1ccc(CCNC(=O)COC(=O)c2sccc2C)cc1OCC	nt	-1	-2	-9

nr	Statin myotox sup	S100A4 MyoIIA	LGR2 antag
41	33	-6	-1
42	10	0	3
43	11	0	nt
44	-7	-5	4
45	nt	6	7
46	6	-2	-4
47	-18	-4	-9
48	-8	9	-5
49	-26	nt	-6
50	-6	2	6
51	-8	2	13
52	6	-1	3
53	-2	6	2
54	nt	0	-7
55	-11	1	7
56	-10	0	1
57	5	-3	-7
58	nt	-2	12
59	1	-2	2
60	10	-6	-4
61	3	-3	2
62	nt	-7	-9

Bioassay records: PubChem, Broad Institute
